High-throughput results deposited in PubChem by several laboratories.
STK33 inh: inhibitors of purified STK33 kinase, primary screen, biochemical, ADP-Glo luminescence, homogeneous, cell-free; Serine/threonine-protein kinase 33 (Homo sapiens), Q9BYT3; inhibition, % at 10 µM; MBP phosphorylation; 320,000 tested, 0.073% active;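 active means inhibition at or above 25%, using the most active replicate where run in duplicate; inactive means inhibition below 25%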
Target sequence (Q9BYT3 whole entry, looked up): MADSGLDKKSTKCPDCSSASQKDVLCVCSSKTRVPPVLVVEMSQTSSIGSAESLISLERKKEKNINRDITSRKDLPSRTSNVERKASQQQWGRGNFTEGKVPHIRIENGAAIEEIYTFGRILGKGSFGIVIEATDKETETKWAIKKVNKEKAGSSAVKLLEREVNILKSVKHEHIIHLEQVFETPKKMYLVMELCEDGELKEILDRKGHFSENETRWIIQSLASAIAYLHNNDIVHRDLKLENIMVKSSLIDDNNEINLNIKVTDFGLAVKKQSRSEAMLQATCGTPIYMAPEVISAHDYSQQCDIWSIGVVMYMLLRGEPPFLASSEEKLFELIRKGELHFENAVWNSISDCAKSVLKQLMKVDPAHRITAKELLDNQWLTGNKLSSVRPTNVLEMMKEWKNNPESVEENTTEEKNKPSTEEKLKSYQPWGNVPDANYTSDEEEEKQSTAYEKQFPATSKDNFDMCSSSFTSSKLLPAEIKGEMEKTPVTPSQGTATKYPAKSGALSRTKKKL
OX1R antag: antagonists of human orexin 1 receptor (OX1R); Orexin/Hypocretin receptor type 1 (Homo sapiens), O43613; OX1R-expressing cells, FRET antagonist read-out; inhibition, % at 6.6 µM; 330,000 tested, 1.8% active; in the data active means inhibition mostly above about 38%, no sharp cut-off; inactive means mostly below about 40%;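 further: 0% = agonist challenge alone and 100% = reference antagonist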
Target sequence (O43613 whole entry, looked up): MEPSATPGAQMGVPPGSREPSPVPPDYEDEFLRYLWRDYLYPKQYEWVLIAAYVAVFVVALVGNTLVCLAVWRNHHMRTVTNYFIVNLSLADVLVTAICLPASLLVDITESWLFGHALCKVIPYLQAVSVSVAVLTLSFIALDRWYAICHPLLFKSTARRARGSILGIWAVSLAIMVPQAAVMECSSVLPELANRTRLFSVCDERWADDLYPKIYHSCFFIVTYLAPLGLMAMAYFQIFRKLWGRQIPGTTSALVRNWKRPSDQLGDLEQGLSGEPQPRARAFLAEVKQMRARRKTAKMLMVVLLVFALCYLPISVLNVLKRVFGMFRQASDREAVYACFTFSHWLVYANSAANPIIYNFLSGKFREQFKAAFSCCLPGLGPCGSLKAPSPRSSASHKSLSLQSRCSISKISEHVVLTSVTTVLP
Numbers without * were called inactive; . = not tested or not shown.

Start of the data: the first four records as a preview:
SMILES	STK33 inh	OX1R antag
Cc1ccc(CNC(=O)c2ccc(NC3=NC4CS(=O)(=O)CC4S3)cc2)cc1 (stereo unspecified)	1.0	-1
O=C(CCl)N1CCN2C(=O)c3ccccc3C12c1ccc(Cl)cc1 (stereo unspecified)	0.6	28
Cc1cc(C)cc(NC(=O)C2CCCN2S(=O)(=O)c2cccc3cccnc23)c1 (stereo unspecified)	0.1	89*
Cc1cccc(N2C(=O)C(O)=C(C(=O)c3cccs3)C2c2cccc(Oc3ccccc3)c2)n1 (stereo unspecified)	-0.7	19

The list itself, previewed entries included:
SMILES	STK33 inh	OX1R antag
Cc1ccc(CNC(=O)c2ccc(NC3=NC4CS(=O)(=O)CC4S3)cc2)cc1 (stereo unspecified)	1.0	-1
O=C(CCl)N1CCN2C(=O)c3ccccc3C12c1ccc(Cl)cc1 (stereo unspecified)	0.6	28
Cc1cc(C)cc(NC(=O)C2CCCN2S(=O)(=O)c2cccc3cccnc23)c1 (stereo unspecified)	0.1	89*
Cc1cccc(N2C(=O)C(O)=C(C(=O)c3cccs3)C2c2cccc(Oc3ccccc3)c2)n1 (stereo unspecified)	-0.7	19
COc1cc2c(cc1OC)CN(CC(=O)Nc1ccc(S(=O)(=O)N3CCCC3)cc1)CC2	-1.7	12
CC(C)Cn1c2c(c(O)c(C(=O)Nn3c(Cc4ccccc4)nc4ccccc4c3=O)c1=O)CCCC2	-0.3	15
Cc1cc(C)cc(OC(C)C(=O)Nc2ccccc2C(=O)NCc2cccnc2)c1 (stereo unspecified)	-0.2	28
COc1oc(-c2ccc(Cl)cc2)nc1C(F)(F)F	-2.0	9
C/C(=N\Nc1nc2ccccc2s1)c1ccc(Br)s1	-3.1	36
CN(Cc1ccc(CNC[C@H]2O[C@@H](n3cnc4c(N)ncnc43)[C@H](O)[C@@H]2O)o1)S(C)(=O)=O	0.1	-4
Cc1cc(=O)oc2cc(OCC(=O)OCC(=O)Nc3ccccc3Br)ccc12	-2.1	6
Cc1[nH]n(-c2ccccc2)c(=O)c1C=Nc1cccc2cccnc12	-0.2	29
CC1(C)Cc2nc3nc(SCC(=O)Nc4ccccc4)nc(N)c3cc2CO1	-1.2	15
NC(=O)c1ccc(NC(=O)CCc2nc3sc4c(c3c(=O)[nH]2)CCCC4)cc1	0.0	14
O=C(COC(=O)c1ccccc1SCC(=O)N1CCCC1)NCc1ccccc1	-0.5	18
COc1ccccc1/C=N/N1CCN(Cc2ccccc2Cl)CC1	-1.8	20
COc1ccccc1N1CCN(S(=O)(=O)c2c(C)ccc3nsnc23)CC1	1.6	20
NC(=O)c1ccccc1-c1nc(-c2ccccc2)no1	0.0	13
CC(C)CN1CC(=O)N2C(c3ccccc3)c3[nH]c4ccccc4c3C[C@H]2C1=O (stereo partly specified)	-1.3	-3
Cc1nn(-c2ccccc2)c(C)c1NC(=O)COC(=O)C1CC(=O)N(CCc2ccccc2)C1 (stereo unspecified)	1.1	14
CC(C)OP(=O)(OC(C)C)C(NC(=O)c1ccccc1Br)C(N)=O (stereo unspecified)	-0.2	15
O=c1c(N=Nc2ccc(O)cc2)c(-c2ccccc2)[nH]n1-c1ccc([N+](=O)[O-])cc1	-0.7	9
COCCCn1c(O)c(/C=C2\N=C(C#N)C(=Nc3ccc(C)cc3)O2)sc1=S	0.7	17
S=C(NCc1ccco1)N1CCN(c2ccc(Cl)cc2)CC1	0.9	14
COc1nc(-c2ccccc2)ccc1-c1noc(-c2ccco2)n1	-0.2	15
O=C(NCCCN1CCOCC1)c1cccs1	-1.8	8
Cc1ccc(-n2ccc(=O)c(C(=O)Nc3ccc(S(=O)(=O)N4CCOCC4)cc3)n2)cc1	-1.2	19
O=C(NC1CCCC1)C(c1ccccc1)N(C(=O)c1csnn1)c1ccccc1F (stereo unspecified)	-0.6	8
O=C(COc1ccccc1)N1CCN(c2ncccn2)CC1	-0.8	-2
Cc1nn(C)cc1CN1CCC(CO)(CCOc2ccccc2)CC1	0.2	12

An excerpt of these results, with each value named:
S=C(NCc1ccco1)N1CCN(c2ccc(Cl)cc2)CC1
  STK33 inh: 0.9
  OX1R antag: 14
COc1nc(-c2ccccc2)ccc1-c1noc(-c2ccco2)n1
  STK33 inh: -0.2
  OX1R antag: 15

Profiles as entered above. Values in the order: STK33 inh, OX1R antag
Entry for `CC(C)OP(=O)(OC(C)C)C(NC(=O)c1ccccc1Br)C(N)=O` (stereo unspecified) : -0.2, 15
Entry for `COc1nc(-c2ccccc2)ccc1-c1noc(-c2ccco2)n1` : -0.2, 15

The list continues.
SMILES	STK33 inh	OX1R antag
O=C1c2oc3ccccc3c(=O)c2C(c2cccc(Br)c2)N1Cc1ccco1 (stereo unspecified)	-0.8	7
NS(=O)(=O)c1cccc(NS(=O)(=O)c2ccc3ccccc3c2)c1	-0.1	-2
COc1ccc(N(C(=O)c2snc(C(N)=O)c2N)C(C(=O)NC2CCCC2)c2cc(OC)ccc2OC)c(OC)c1 (stereo unspecified)	1.6	15
COC(=O)NNC(=O)c1ccc(C)c(Br)c1	-0.7	-5
O=C(COC(=O)c1ccc2c(c1)OCO2)NC1CCS(=O)(=O)C1 (stereo unspecified)	2.4	-3
CCC(C)C(NC(=O)C1CCC(=O)N1C(=O)OCc1ccccc1)C(=O)NC(Cc1ccccc1)C(N)=O (stereo unspecified)	-0.6	13
NC(=NC(=O)c1ccc(OCC(F)(F)F)nc1)c1ccccc1	-0.6	24
CCOC(=O)C1CCN(S(=O)(=O)c2ccc3[nH]c(=O)c(=O)[nH]c3c2)CC1	-1.0	9
CCOC(=O)N1CCN(CC(=O)Nc2ccccc2C(=O)Nc2ccccc2)CC1	1.2	-2
CN(CC(=O)Nc1ccc(F)c(F)c1F)C(=O)Cn1cnc2c1c(=O)n(C)c(=O)n2C	-1.3	3
O=C(COc1ccccc1[N+](=O)[O-])OC1CCS(=O)(=O)C1 (stereo unspecified)	0.0	31
O=C(Nc1cccc(S(=O)(=O)NC2=NCCC2)c1)C1CCC1	0.1	23
CC(C)NS(=O)(=O)c1ccc(OCC(=O)N2CCc3ccccc3C2)cc1	-1.0	17
CC1CCOC(c2coc3ccccc3c2=O)O1 (stereo unspecified)	1.0	6
CCOC(=O)N1CCN(Cc2nc3cc(NC(=O)CC)ccc3n2C)CC1	-2.6	6
COc1ccc(/C(O)=C2/C(=O)C(=O)N(CCCN3CCOCC3)C2c2ccc(C)cc2)cc1 (stereo unspecified)	-0.7	.
O=S1(=O)N=C(Nc2ccc(O)c(CN3CCCCC3)c2)c2ccccc21	-6.3	4
COc1cccc(C2C(C(=O)NCc3ccccc3)=C(C)Nc3ncnn32)c1 (stereo unspecified)	-0.6	23
Cc1ccc(/C=C2\Oc3c(ccc(O)c3CN3CCN(C)CC3)C2=O)cc1	9.9	13
O=C(Nc1ccc(S(=O)(=O)N2CCCCCC2)cc1)c1ccco1	0.0	27
C=CC[C@@H](CC(=O)NCCO)C(=O)N[C@H](C)COC(=O)[C@@H](CC=C)Cc1ccc(F)cc1	-0.7	2
O=C1CCC(=O)N1CCC(c1ccc(F)cc1)c1ccco1 (stereo unspecified)	-2.1	9
CC(C)(C)c1csc(NC(=O)Cn2cnc3ccccc3c2=O)n1	0.8	19
Cc1nc2c(-c3ccc(F)cc3)cnn2c(N)c1-c1ccc(F)cc1	-0.1	10
CSc1ccc(S(=O)(=O)NCC(=O)OCCOc2ccccc2)cc1[N+](=O)[O-]	-1.1	54*
CCc1noc(C)c1C(=O)Nc1sc(C(=O)N(C)C)c(C)c1C#N	-0.9	-6
COc1cc(C)c(Cl)c(C)c1S(=O)(=O)NCc1ccc2c(c1)OCO2	-1.7	27
CCCNS(=O)(=O)c1ccc(CCC(=O)NCc2ccco2)cc1	-0.7	15
O=c1[nH]c(=O)n(CCO)c2nnn(Cc3ccccc3)c12	-0.1	12
CCCOc1ccc(NC(=O)CC2C(=O)N(C)C(=S)N2Cc2cccs2)cc1 (stereo unspecified)	-0.1	24
Cn1ncc2c(O/N=C(\N)c3ccc(C(C)(C)C)cc3)ncnc21	0.3	35
Cc1ccc(O)c(C(CC(=O)NC2CCCCC2)c2ccccc2)c1 (stereo unspecified)	0.2	10
CC1(C)CC(=O)C2=C(C1)N(c1ccc(F)cc1)C(=O)NC2(C(F)(F)F)C(F)(F)F	-1.2	10
CC1CC1C(=O)Nc1nc(-c2ccccn2)cs1 (stereo unspecified)	0.1	9
Cc1ccc([N+](=O)[O-])c2c1C(N1CCCCC1)C(C)(C)O2 (stereo unspecified)	-0.3	4
O=C(O)C1Nc2c(O)cccc2C2C=CCC12 (stereo unspecified)	-0.2	6
COC(=O)c1c(C)[nH]c(C(=O)OCc2csc(CC(=O)Nc3ccccc3C)n2)c1C	6.6	20
Cn1cc(S(=O)(=O)N2CCCC(C(=O)O)C2)cn1 (stereo unspecified)	0.7	7
CCC(C)(C)NC(=O)CN(Cc1ccc2c(c1)OCO2)C(=O)CCC(=O)Nc1nccs1	-1.9	4
COc1ccc(C(=O)C(OC(=O)c2ccccc2)c2ccccc2)cc1 (stereo unspecified)	-0.9	14
O=C(COC(=O)c1c(Cl)ccc(Cl)c1Cl)NC1CCS(=O)(=O)C1 (stereo unspecified)	0.0	5
N#CCC1c2ccccc2CCN1C(=O)Nc1cccc(C(F)(F)F)c1 (stereo unspecified)	0.3	9
CN(C)c1ccc(C(=O)OCC(=O)NCC2CCCO2)cc1 (stereo unspecified)	-0.7	10
CCCc1nnc(SCC(=O)N2CCCC(C)C2)n1CCOC (stereo unspecified)	-3.9	4
Cc1ccc(CNC(=O)C(C)OC(=O)c2cccs2)cc1 (stereo unspecified)	-2.4	11
CCOC(=O)c1c(C)nc2c(c1-c1ccccc1)C(=O)c1ccccc1-2	-1.2	17
CCOP(=O)(OCC)c1nc(-c2ccc(Cl)cc2Cl)oc1N1CCOCC1	-0.3	10
O=C(COC(=O)c1ccc(S(=O)(=O)Nc2ccccc2)cc1)NCCN1C(=O)CSC1=O	-1.3	10
N#Cc1ccc(Cn2c(=O)oc3ccccc32)cc1	-1.4	1
CC1(C)Cc2cccc(C(=O)Nc3ccc(F)cc3F)c2O1	-0.7	3
O=C(CN1CCN(c2ccc(F)cc2)CC1)c1ccc(O)cc1O	-0.3	1
C=CCC[C@@H](Cc1ccc(F)cc1)C(=O)O[C@H](CNC(=O)[C@@H](CC=C)CC(=O)N[C@H](CO)Cc1ccccc1)c1ccccc1	.	2
CCOC(=O)c1ccccc1NC(=O)COC(=O)CCC(=O)c1ccc(C)cc1	1.3	19
CN(C)c1ccc(-c2nn3c(C4CCCCC4)nnc3s2)cc1	5.7	17
COc1ccc(-n2c(Cc3cccn3C)nnc2SCC(=O)NCC2CCCO2)cc1 (stereo unspecified)	0.5	6
CCCc1cc(=O)oc2cc(OCC(=O)NCc3cccs3)ccc12	-1.7	10
COc1ccc(C2C(C(=O)OC(C)C)=C(C)N=c3s/c(=C\c4cccs4)c(=O)n32)cc1 (stereo unspecified)	0.1	8
Nc1[nH]c(N=NC(=O)c2ccc(Cl)cc2)c2ccccc12	-1.1	36
O=C(CSc1c2c(nc3ccccc13)CCCC2)NCc1ccco1	-0.6	18
CCNS(=O)(=O)c1ccc(CCC(=O)O)cc1	-2.9	8
Later entries
SMILES	STK33 inh	OX1R antag
Cc1c(Br)c([N+](=O)[O-])nn1C(C)C(=O)NCc1ccco1 (stereo unspecified)	-0.4	16
CC(=O)N1N=C(c2ccc(C)o2)CC1c1cccc(F)c1 (stereo unspecified)	0.1	29
Cc1ccc2nc(SCC(=O)NCc3ccc(S(N)(=O)=O)cc3)[nH]c2c1	-0.6	11
CCCNC(=O)CC(NS(=O)(=O)c1ccc(Cl)cc1)c1ccco1 (stereo unspecified)	-0.1	7
Cc1cc(C)c2[nH]c(=O)c(C(c3nnnn3Cc3ccc4c(c3)OCO4)N3CCC(C)CC3)cc2c1 (stereo unspecified)	-0.6	24
N#CCCOC1(C#CCN2CCCC2)CCCCC1	-2.1	2
Cc1cc(C(=O)N(C)C)sc1-c1ccccc1	0.5	30
CSc1ccccc1OCc1cc(C(=O)N(C)C2CCCc3ccccc32)no1 (stereo unspecified)	-0.2	23
COc1ccc(-c2noc(C3CCCN(C(=O)c4ccc(F)cc4)C3)n2)cc1 (stereo unspecified)	-0.9	15
CC(C)Cn1c(CCNC(=O)c2ccco2)nc2ccccc21	15	18
COc1ccc(S(=O)(=O)c2cnc3ccccc3n2)cc1	4.5	28
O=C(O)[C@H]1CC=C[C@H]2CCN(Cc3ccc(Cl)c(Cl)c3)C(=O)[C@@H]12	.	9
COc1cccc(-n2cnnn2)c1	-1.9	14
Cc1cccc2sc(N(CCN(C)C)C(=O)c3cc(Cl)sc3Cl)nc12	-1.3	5
Cc1ccc(S(=O)(=O)NC2=NCN(C)CN2)cc1[N+](=O)[O-]	-1.0	34
O=C(NCc1ccccc1)c1ccc(Cl)c(NC2=NC3CS(=O)(=O)CC3S2)c1 (stereo unspecified)	-0.5	2
CC(=O)N1CCc2cc(Br)cc(S(=O)(=O)N3CCCCC3)c21	-3.2	-9
CCCCN1C(=O)CN(CCc2ccccc2)C(=O)C1c1ccc(OC)cc1 (stereo unspecified)	1.0	22
CC12COC3(C(=O)Nc4ccccc4)CC1CCC32C (stereo unspecified)	-2.0	33
CN(C)C(=O)c1ccc(NS(=O)(=O)c2ccc3c(c2)OCCO3)cc1	-1.0	12
